ELG1 DNA repair: blocks ELG1-dependent DNA repair in HEK293T cells. HEK293T ELG1-luciferase reporter, luminescence, 16 h; DNA damage induced by 5-fluorouridine. Potency, µM (highest dose often 46.1 µM), without a hit: at the highest dose activity change, negative = inhibition, actives largely listed as inhibitors. AID 504467. 330,000 tested, 2.3% active; note: potency is the fitted concentration of half-maximal effect; % is set by controls: 0 for no effect and ±100 for the full control effect; nearly all actives have a fitted effect of over 55% in size
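Quantitative HTS, concentration-response format. 2,000 cells/well co-treated with 5-fluorouridine and compound, 16 hr in 5% CO2 at 37 °C; ONE-Glo luminescence read after 30 min.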
Tb PFK block: inhibitors of T. brucei phosphofructokinase; T. brucei PFK, ADP-Glo luminescence; 330,000 tested, 0.17% active; O15648; Potency, µM (series often up to 57.5 µM), inactives show at the highest dose activity, negative = inhibition, actives largely listed as inhibitors;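 note: potency is the fitted concentration of half-maximal effect; 0% = uninhibited 1x PFK enzyme wells and -100% = no-enzyme wells; nearly all actives have a fitted effect of over 60% in size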
Target sequence (O15648 whole entry, looked up): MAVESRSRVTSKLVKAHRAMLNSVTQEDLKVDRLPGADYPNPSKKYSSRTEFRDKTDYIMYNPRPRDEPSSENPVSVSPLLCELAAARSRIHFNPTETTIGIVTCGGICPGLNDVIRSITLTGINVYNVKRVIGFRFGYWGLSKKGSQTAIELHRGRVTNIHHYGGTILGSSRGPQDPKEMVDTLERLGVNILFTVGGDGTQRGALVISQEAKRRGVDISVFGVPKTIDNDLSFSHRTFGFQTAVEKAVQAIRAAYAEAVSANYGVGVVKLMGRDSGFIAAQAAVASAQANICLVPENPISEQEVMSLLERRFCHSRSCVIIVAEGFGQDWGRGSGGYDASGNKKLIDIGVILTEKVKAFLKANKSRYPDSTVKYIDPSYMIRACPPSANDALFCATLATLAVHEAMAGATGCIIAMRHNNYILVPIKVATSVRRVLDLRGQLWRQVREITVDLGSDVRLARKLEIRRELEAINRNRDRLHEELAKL
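ADP-Glo luminescence quantified ADP after 45 min at room temperature, with 1.25 nM T. brucei PFK, 0.1 mM ATP and 0.5 mM fructose-6-phosphate in pH 8.0 TEA buffer. qHTS titrations up to 57 µM; curves classified by quality.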
Chronic BCR inh: chronic active BCR signaling inhibition | ABC-DLBCL IkBa-CBG/CBR reporter, luminescence ratio, 4 h | 340,000 tested, 0.05% active | Potency, µM (doses to about 46.1 µM), for inactives: at the top dose ratio change, negative = lower green/red ratio, hits mostly inhibitors; active = well fitted inhibition curve with a large enough effect in the signal ratio, with a control signal flat, not every such curve was filed as active; inconclusive = small, poorly fitted or top-dose-only effect, or effect the other way, or a change in a side signal; the % refers to the signal ratio;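 note: potency is the fitted concentration of half-maximal effect; plate controls were basal doxycycline-induced cells for no effect and cells given 10 µM MG132 for full effect; MG132 reads +100%, hits lower the ratio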
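TMD8 ABC-DLBCL cells carrying doxycycline-inducible green luciferase fused to IkappaBalpha plus unfused red luciferase were exposed to compounds (up to 46 uM) for 4 hrs at 37C. Activity came from the overlap-corrected green/red luminescence ratio.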
TSHR antagonist: blocks TSH signaling through the human TSH receptor | TSHR-expressing cells, TSH-stimulated cAMP HTRF, 2 h; hits give low values | activity change, negative = inhibition, % at 11.5 µM | 330,000 tested, 0.2% active;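 active = activity change below a set negative limit, meaning inhibition stronger than a set level, cut at about -70% in these data; inconclusive = activity change between two set negative limits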; note: % is set by controls: 0 for no effect and ±100 for the full control effect
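Freshly harvested TSHR cells receive pin-tooled compound, then EC80 TSH at 4nM final. After 2 hours at 37 deg C, antibody in lysis buffer and cAMP-d2 are added; 30 minutes at ambient temperature precede the HTRF read.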
USP2a inh: blocks human ubiquitin-specific protease USP2a | AID 463254 | Potency, µM (doses to about 38.3 µM), for inactives: at the highest dose activity change, negative = inhibition, usual class: inhibitors | 330,000 tested, 0.01% active | USP2 core, Ub-CHOP2 coupled fluorogenic reporter, 485/531 | O75604;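 note: potency is the fitted concentration of half-maximal effect; plate controls were DMSO wells for no effect and full inhibition by NEM control for full effect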
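Deubiquitinase activity read as fluorescence (485/531 nm) after Ub-CHOP2 cleavage activates the enterokinase reporter on its substrate; USP2 core 10nM, Ub-CHOP2 and substrate 25nM each, 30min compound preincubation then 60min RT; data normalized to NEM, curves fitted.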
Mito fusion yeast: mitochondrial division inhibition or fusion activation; S. cerevisiae fusion-defective mutant growth rescue, CellTiterGlo 48 h; Potency, µM (titrated, usually from 46.1 µM), without a hit: at the top dose growth rescue (activation), hits mostly activators; 320,000 tested, 0.23% active; AID 485298;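 note: potency is the fitted concentration of half-maximal effect; % of control where 0% means no effect; nearly all actives have a fitted effect of over 45% in size; temperature-sensitive fusion mutants such as fzo1-1 at 37 °C on non-fermentable ethanol glycerol medium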
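Read-out: ATP-based luminescence (CellTiterGlo, 10 min ambient) reporting growth of fusion-defective ts yeast after 48 hours at 37C on glycerol/ethanol YPEG medium in the presence of compound.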
B2AR arrestin: agonists driving beta-arrestin recruitment to human beta2-adrenergic receptor. beta-arrestin recruitment to beta2AR, cell-based reporter. Potency, µM (top dose mostly 46.1 µM), without a hit: top-dose activation, usual class: activators. 330,000 tested, 0.02% active;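 note: potency is the fitted concentration of half-maximal effect; 0% = DMSO controls and full agonism = EC100 isoproterenol or metaproterenol; nearly all actives have a fitted effect of over 65% in size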
uPA generation: blocks generation of uPA at the cell surface | 330,000 tested, 0.31% active | cell surface uPA generation assay, qHTS | AID 540303 | Potency, µM (top dose mostly 38.3 µM), for inactives: at the highest dose activity change, negative = inhibition, most hits filed as inhibitors; active = well fitted inhibition curve with a large enough effect; inconclusive = small, poorly fitted or top-dose-only effect; inactive = no such curve, though single readings can be large or run the other way; tested in mouse RAW 264.7 cells; note: potency is the fitted concentration of half-maximal effect; % is set by controls: 0 for no effect and ±100 for the full control effect; nearly all actives have a fitted effect of over 55% in size
Eya2 inh: inhibitors of human Eya2 phosphatase activity. O00167. recombinant Eya2, OMFP fluorescence dephosphorylation (OMFP is methylfluorescein phosphate). Potency, µM (top dose mostly 76.9 µM), for inactives: top-dose activity, negative = inhibition, actives largely listed as inhibitors. 330,000 tested, 0.006% active; note: potency is the fitted concentration of half-maximal effect; % is set by controls: 0 for no effect and ±100 for the full control effect
Target sequence (O00167 whole entry, looked up): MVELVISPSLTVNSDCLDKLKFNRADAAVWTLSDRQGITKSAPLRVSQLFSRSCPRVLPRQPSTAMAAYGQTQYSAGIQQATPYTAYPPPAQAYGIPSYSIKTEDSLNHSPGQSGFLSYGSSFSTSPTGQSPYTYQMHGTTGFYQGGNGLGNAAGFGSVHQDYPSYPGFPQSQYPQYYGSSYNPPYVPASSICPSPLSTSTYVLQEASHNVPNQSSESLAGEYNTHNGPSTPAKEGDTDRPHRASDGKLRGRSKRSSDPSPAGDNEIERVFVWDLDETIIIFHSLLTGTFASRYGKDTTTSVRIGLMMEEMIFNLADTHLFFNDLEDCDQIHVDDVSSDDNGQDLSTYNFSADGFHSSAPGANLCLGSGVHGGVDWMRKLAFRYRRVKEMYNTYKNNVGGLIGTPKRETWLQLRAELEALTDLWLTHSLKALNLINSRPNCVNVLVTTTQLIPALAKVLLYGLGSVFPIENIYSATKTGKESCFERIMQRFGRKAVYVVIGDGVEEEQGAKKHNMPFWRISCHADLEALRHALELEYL
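Eya2 protein (added as 0.2 uM solution) was preincubated with compound for 10 min at ambient temperature in 50 mM HEPES pH 7.5, 50 mM NaCl, 5 uM MgCl2, 0.05% BSA, 1 mM DTT. OMFP (added at 50 uM) then reacted 10 min; fluorescence read at 485/525 nm.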
TSG101-PTAP inh: blocks PTAP/TSG101 interaction to inhibit HIV-1 budding. Q99816. Fluorescence polarization, FITC-PTAP peptide / Tsg101 binding. Potency, µM (doses to about 115 µM), inactives show top-dose activity change, negative = inhibition, most hits filed as inhibitors. 340,000 tested, under 10 active. AID 493005; active = well fitted inhibition curve with a large enough effect in the main read-out, with a control signal flat, not every such curve was filed as active; inconclusive = small, poorly fitted or top-dose-only effect, or effect the other way, or a change in a side signal; inactive = no such curve, though single readings can be large or run the other way; note: potency is the fitted concentration of half-maximal effect; % of control where 0% means no effect
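Fluorescence polarization binding of Tsg101 binding domain (10 uM final) to FITC-labeled PTAP peptide (50 nM final) in HEPES pH 7.5 buffer with NaCl, Tween 20, EDTA, TCEP. Compounds added before peptide; binding 20 min at RT.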
TCR activator: activators of T cell receptors; Potency, µM (top dose mostly 9.22 µM), for the others: top-dose activation of IL-2 secretion, usual class: activators; 330,000 tested, under 10 active; primary human leukocytes, anti-CD3, IL-2 HTRF, 48 h; note: % of control where 0% means no effect
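Activity was scored as IL-2 release from primary human leukocytes given only a TCR signal (a-CD3 beads) plus compound for 48 hr. Detection used a two-antibody HTRF format read at 665nm.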
* marks the source's active call; other numbers are inactive results; ? = inconclusive; . = not tested or not shown; [ ] = another dose, or the depositor's remark. Unless noted, calls come from the whole dose curve; as a rule, active = well fitted curve in the direction sought with a large enough effect; inconclusive = small, poorly fitted or top-dose-only effect, or another doubt; inactive = no such curve, though single readings can be large; an effect the other way counts as inactive or inconclusive.

Order of values: ELG1 DNA repair | Tb PFK block | Chronic BCR inh | TSHR antagonist | USP2a inh | Mito fusion yeast | B2AR arrestin | uPA generation | Eya2 inh | TSG101-PTAP inh | TCR activator
CC1CCCC(NC(=O)c2ccc(CNc3c(N4CCCC4)c(=O)c3=O)cc2)C1C (stereo unspecified)
  -2% | 1% | -20% | -7 | 1% | -3% | -0.3% | -7% | -23% | 0% | -1%
Cc1cccc(NC(=S)N2CCN(c3ccccc3)CC2)c1
  6% | 9% | 1% | 2 | 0% | -9% | 0.0% | -4% | 5% | -11% | 0%
Cc1cc(Cn2nc(C(=O)NCc3cccc(Br)c3)cc2-c2ccccc2)on1
  ? | 0% | ? | 3 | 0% | ? | -0.1% | -3% | 9% | -3% | -5%
COc1ccc2nc(CCN(C)C(=O)C3CCC(=O)N(Cc4cccc(F)c4)C3)[nH]c2c1 (stereo unspecified)
  3% | -2% | -2% | 10 | -1% | -6% | 0.0% | -11% | 1% | -10% | -5%
NNc1nc2c(F)cc(F)cc2s1
  ? | -24% | ? | -15 | 3% | 5% | -0.5% | 4% | -11% | 2% | 8%[46.1 µM]
O=C(CNC(=O)Cc1ccccc1)NCC(=O)OCC(=O)c1ccccc1Cl
  ? | 2% | 10% | 15 | -1% | -1% | -0.1% | . | 13% | -2% | .
COc1ccc(NC(=O)CSc2c(C)n[nH]c2C)cc1
  21% | -9% | 11% | 0 | 0% | 0% | 0.5% | . | 1% | -3% | .
COc1ccc(C(=O)n2nc(-c3ccccc3)nc2SC)cc1
  8% | -1% | -1% | 14 | -2% | -1% | 0.1% | -5% | 8% | -1% | 3%
O=C1c2ccccc2C(Nc2ccc(F)c(Cl)c2)N1Cc1ccco1 (stereo unspecified)
  -11% | -6% | ? | -15 | -7% | ? | 2.6% | ? | -5% | -4% | 5%[46.1 µM]
O=C(c1ccc(F)cc1F)C1CCN(c2ccc([N+](=O)[O-])cn2)CC1
  ? | -2% | 5% | -11 | 0% | 0% | -0.6% | -4% | ? | -3% | 0%
CCN(CC)S(=O)(=O)c1cc(C(=O)Oc2cccc(-c3cnc4ccccc4n3)c2)ccc1Br
  ? | 12% | 13% | 2 | 0% | 3% | 0.1% | 3% | -15% | -1% | 0%
Cc1c(NC(=O)COC(=O)Cc2ccc(Cl)cc2)c(=O)n(-c2ccccc2)n1C
  7% | -2% | ? | -3 | 2% | 0% | -0.2% | -8% | 14% | -4% | 3%
COc1ccccc1CNC(=O)[C@H](C)NC(=O)C1CCN(C(=O)[C@@H](N)Cc2ccccc2)CC1
  ? | 0% | 2% | -7 | 3% | 2% | 0.0% | 4% | 6% | -5% | -5%
C/C(=N\NC(=O)c1sccc1C)c1ccncc1
  ? | 0% | . | 5 | -1% | 0% | -0.8% | 5% | -11% | -3% | 2%
Cc1oc2cc(O)ccc2c(=O)c1-c1nncn1-c1ccccc1
  -10% | 1% | -2% | 0 | 26% | 3% | -0.3% | 1% | 17% | ? | .
COc1ccc(Cl)cc1NC(=O)NCc1ccc2c(c1)OCO2
  23% | 0% | -16% | 5 | 0% | -2% | 0.3% | -15% | -6% | 0% | -1%
COc1ccccc1NS(=O)(=O)c1cc(NC(=O)C(C)NC(N)=O)ccc1N1CCCC1 (stereo unspecified)
  5% | -28% | 2% | 33 | 0% | 2% | -2.9% | -6% | 4% | -3% | .
CCN(CC)C(=O)[C@H]1C[C@H](CC(=O)NCc2ccc(OC)c(OC)c2)C(=O)N2CCc3c([nH]c4cc(-c5ccco5)ccc34)[C@]12C
  23µM* | -1% | -13% | 5 | -10% | . | 0.5% | -13% | 0% | -1% | 1%[46.1 µM]
O=C(NC1CCCC1)C(c1ccncc1)N(C(=O)c1csnn1)c1cccc(Cl)c1 (stereo unspecified)
  7% | -1% | -15% | 0 | -2% | 8% | 0.0% | 1% | 3% | -9% | -1%
CCCCC(=O)Nc1ccc(C(=O)NNC(=S)NC(=O)c2cccs2)cc1
  -14% | 0% | ? | 6 | -1% | 0% | 0.1% | 3% | 11% | -1% | -2%[46.1 µM]
COc1ccc(/C=N/Nc2ccc(C(F)(F)F)cc2[N+](=O)[O-])cc1
  0% | 3% | -2% | -2 | 4% | -5% | -0.2% | 1% | 4% | 0% | 0%[46.1 µM]
CCN(CC(=O)Nc1c(F)cccc1F)C(=O)CSc1ccccc1
  0% | -3% | -4% | -8 | 4% | 6% | -0.3% | -3% | -12% | -2% | -1%
C/C(=N\NC(=O)c1ccncc1)c1cccc(NC(=O)c2ccc(C(C)(C)C)cc2)c1
  ? | 1% | ? | -14 | -12% | 1% | 0.2% | -17% | -24% | -6% | -3%
CSc1cccc(NC(=O)OC2CCCCCCCCCCC2)c1
  -5% | 0% | ? | -16 | 0% | -6% | -1.1% | ? | 11% | -1% | -18%
CCN(CC)CCn1c2c(c(SCC(=O)Nc3ccccc3Cl)nc1=O)CCC2
  -3% | -19% | -11% | . | 1% | -5% | -0.3% | -2% | 10% | 0% | 3%
Cc1csc2c(=O)n3c(nc12)CCCCC3
  20% | 1% | 2% | -3 | 0% | 1% | -0.2% | . | 3% | -7% | .
ON1C(c2ccc(Cl)cc2Cl)N(O)[C@H]2CCCC[C@H]21 (stereo partly specified)
  -8% | 1% | 0% | 21 | 0% | 1% | -0.4% | 3% | 19% | -7% | -1%
Oc1ccccc1-c1nnc(COc2ccccc2)o1
  ? | -1% | ? | -8 | -1% | 3% | -0.7% | -9% | 5% | 1% | -9%
CCc1nc(SCC(=O)Nc2ccc(N(C)C)cc2)n[nH]1
  11% | 82% | -13% | -10 | 1% | 2% | -0.2% | -9% | 3% | 1% | -20%
Cc1cccc(C)c1NC(=O)c1ccc(-c2ccc(Cl)cc2Cl)o1
  13µM* | 0% | 4% | -7 | -6% | ? | 0.1% | 5% | 16% | -1% | -3%
CCNC(=S)N(CCc1c(C)[nH]c2ccc(C)cc12)Cc1cccs1
  ? | 0% | ? | 8 | -3% | ? | -0.1% | 5% | 3% | 0% | 5%
COC(=O)c1ccc(C23CC4(C2)[C@H](CN(Cc2ccc(-c5ccccc5)cc2)[C@@H]4c2ccccc2)C3c2ccccc2)cc1 (stereo partly specified)
  2% | 0% | -4% | 2 | 0% | -7% | -0.1% | 15% | -9% | 1% | -7%
COc1cc(CCCN2CCNC[C@@H]2Cc2ccccc2)cc(OC)c1OC
  30% | 0% | 0% | -3 | 0% | -12% | 0.0% | -3% | -36% | 2% | 13%
O=c1cc(N2CCCCC2)c(-c2ccccc2)nn1Cc1ccc(F)cc1
  ? | 3% | 0% | 1 | 3% | -1% | -0.4% | 7% | -16% | -5% | 8%
COc1ccccc1CNC(=O)CN1CCC(n2cnc3cc(F)ccc32)CC1
  9% | -13% | -7% | -13 | 2% | -3% | 0.4% | 3% | 2% | -5% | 1%[46.1 µM]
Cc1nn(C2CCCO2)c(=O)nc1N (stereo unspecified)
  24% | 1% | -1% | 10 | -1% | 5% | 0.1% | . | 1% | . | .
COCC(=O)Nc1cccc(Br)c1
  7% | -2% | -5% | 0 | 3% | -4% | -0.2% | -1% | 1% | 1% | 1%
O=C(CSc1nnc(C2CC2)n1Cc1ccccc1)NCc1ccccc1
  8% | 1% | 6% | 26 | 0% | 1% | 0.0% | 1% | 6% | -5% | .
CCOC(=O)c1c(O)c2cc(Cl)ccc2n(CC)c1=O
  -2% | -1% | -3% | 38 | 7% | -11% | -0.8% | 12% | 19% | -2% | -4%

Screening results deposited in PubChem BioAssay by National Center for Advancing Translational Sciences (NCATS).
